Xi reactivation – activators of inactive X chromosome reactivation, primary screen, imaging, XiGFP fibroblasts, GFP high-content imaging, set 2. XiGFP mouse fibroblasts, % GFP-positive cells imaging, 3 d; cells co-treated with 5-aza-dC sensitizer; scaled so ellipticine positive control = 100%. activation, % at 7.58 µM. 360,000 tested, 0.055% active. AID 743238, 2013;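 active = mean normalized replicate activation at least 10% and every replicate at or above 10%; inconclusive = only one of the two criteria met; inactive = mean below 10% and not all replicates reach 10%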;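 also: 0% = median of on-plate neutral control wells and 100% = ellipticine 6 µM median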
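Material: SV40-immortalized XiGFP fibroblast cells, line 68-5-11 | Buffer or medium: DMEM containing 5-aza-dC | Dosing: One concentration, pinned | Times: 3 d treatment, 15 min room-temperature fixation | Controls: Ellipticine 6 µM positive control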
DENV2 CPE – inhibitors of DENV2 cytopathic effect, primary screen, cell-based, plate reader, single concentration. CPE inhibition, % at 9.99 µM. 350,000 tested, 1.7% active. AID 651640, 2012. DENV2-infected cells, cytopathic effect rescue; in the data active = CPE inhibition above about 20%, passing the limit was not always enough; inconclusive = no clear call, values can overlap the other calls; tested in BHK-21 cells;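 also: 0% = median of neutral control wells and 100% = median of positive control wells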
INS-1E GSIS act – GLuc luminescence reporter in INS-1E cells, primary screen for activators of glucose-dependent secretion of insulin | 370,000 tested, 0.61% active | INS-1E GLuc reporter insulin secretion, 2-3 h | AID 743287, 2014 | activation, % at 16.6 µM;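 active = lowest replicate activation of at least 40%, so every replicate reaches that level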;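 also: 0% = median of neutral control wells and 100% = median of IBMX positive control wells; some compounds called inactive have numbers as strong as hits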
ERp5 inh – inhibitors of ERp5-driven insulin aggregation, primary screen, biochemical, turbidity, absorbance 650 nm, single point; inhibition, % at 9.99 µM; 350,000 tested, 0.05% active; AID 651711, 2012; 90 min;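 active = mean replicate inhibition above about 25%, with every replicate also reaching it, limit read from the data, passing the limit was not always enough; inconclusive = only one of those two criteria met; inactive = neither criterion met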
Target sequence (Q15084 whole entry, looked up): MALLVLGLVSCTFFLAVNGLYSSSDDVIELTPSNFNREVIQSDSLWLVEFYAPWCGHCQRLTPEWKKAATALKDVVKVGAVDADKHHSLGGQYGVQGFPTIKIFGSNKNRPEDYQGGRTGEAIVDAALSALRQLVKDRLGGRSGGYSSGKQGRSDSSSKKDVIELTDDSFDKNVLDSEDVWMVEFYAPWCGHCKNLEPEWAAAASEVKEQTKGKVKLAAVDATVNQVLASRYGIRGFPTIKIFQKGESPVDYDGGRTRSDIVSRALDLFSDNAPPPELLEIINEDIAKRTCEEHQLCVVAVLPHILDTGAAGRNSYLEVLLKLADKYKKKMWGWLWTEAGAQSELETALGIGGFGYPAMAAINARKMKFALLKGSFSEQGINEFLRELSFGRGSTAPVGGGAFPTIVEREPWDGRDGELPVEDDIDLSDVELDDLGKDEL
PAX8 reporter – inhibitors of PAX8-driven TPO luciferase reporter, primary screen, RMG-I cells, single concentration; SteadyGlo, 24 h; inhibition, % at 12.6 µM; 360,000 tested, 1.2% active; AID 652154, 2013;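 active = mean replicate inhibition at least 60% with every replicate also reaching 60%; inconclusive = only one of the two criteria is met; inactive = mean below 60% and not all replicates reaching 60%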;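 also: luciferase light reporting Pax8 driven TPO promoter activity; plate controls were median of neutral control wells for no effect and mitoxantrone controls for full effect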
CFTR F508del cor – F508del CFTR correction, initial screen, CFBE line, single point; CFBE cells, YFP halide quenching; stimulated with forskolin plus potentiator P3; % fluorescence drop versus neutral controls; activity (quench increase), % at 7.58 µM; 350,000 tested, 0.36% active; AID 720511, 2013;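 active = mean added fluorescence quench of at least 8% versus neutral control, with both replicates also reaching 8%; inconclusive = only one of the mean or replicate conditions met; inactive = mean below 8% and not both replicates reaching 8%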;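 also: cells transiently co-express mutant CFTR-F508del with the halide-sensitive YFP; corrector assay measuring rescue of mutant channel to the surface after 24 h compound exposure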
EWS-Fli inh – EWS/Fli-driven NR0B1 reporter inhibitors, primary screen, A673 cells, NR0B1 luciferase, luminescence, MLPCN library; 350,000 tested, 0.67% active; AID 651661, 2012; inhibition, % at 12.6 µM; viability-normalised;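 active = mean inhibition of at least 50% after viability correction, with every replicate also passing that limit; inconclusive = mean reaches 50% but only one of two replicates passes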;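 also: firefly luciferase signal divided by Alamar Blue viability fluorescence both relative to DMSO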
ARNT TACC3 PPI – disruptors of ARNT/TACC3 protein interaction, primary screen, biochemical, AlphaScreen, single concentration | Transforming acidic coiled-coil-containing protein 3 (Homo sapiens), Q9Y6A5 | AlphaScreen His-ARNT PAS-B/GST-TACC3 binding, luminescence; TACC3 fragment carries E629A point mutation | inhibition, % at 9.99 µM | 390,000 tested, 0.66% active;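 active = mean inhibition of replicates at least 50% and at least half of replicates each reaching 50%; inconclusive = half or more replicates reach 50% but mean below 50%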;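 also: 0% = complete ARNT plus TACC3 wells and 100% = ARNT alone without TACC3; many hits fall short of the cut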
The depositor's hits bear a star; ? = inconclusive; . = no result given. Compounds were not picked by outcome; overall some 4.2% were active at least once.

SMILES | Xi reactivation | DENV2 CPE | INS-1E GSIS act | ERp5 inh | PAX8 reporter | CFTR F508del cor | EWS-Fli inh | ARNT TACC3 PPI
O=[N+]([O-])c1ccc(OCc2nnc(-c3ccccc3)o2)cc1 | 0.0 | 3 | 10 | -6 | -17 | 0.2 | -1 | 2
O=C(c1ccc(F)cc1)C1CCN(C(=O)c2ccccc2F)CC1 | 0.0 | -4 | . | 0 | 11 | . | -1 | -3
COc1ccccc1-c1ccc([C@@H]2[C@@H](CO)N3CCCCN(Cc4ccncc4)C[C@H]23)cc1 | 0.0 | 26* | 6 | 1 | -21 | -1.4 | 7 | 11
COc1ccccc1C1CC(c2ccc(Br)cc2)=NN1C(=O)c1cccnc1 (stereo not drawn) | 0.0 | . | -20 | . | 17 | . | . | 2
O=C(CCn1c(=O)c2cccn2c2ccccc21)Nc1ccc(F)cc1 | 0.0 | 3 | 12 | 1 | 38 | 1.0 | . | -1
CN(C)C(=O)c1cccc(-c2ccccc2[C@H]2[C@H](C#N)N(C(=O)C3CCCCC3)[C@H]2CO)c1 | 0.0 | 3 | -9 | 3 | 3 | 0.7 | 7 | .
COc1ccc(Cl)cc1NC(=S)N(Cc1cccnc1)Cc1ccco1 | 0.1 | -6 | -15 | 4 | 22 | 1.9 | 12 | -4
O=C(C[C@H]1CC[C@H](NC(=O)Cc2cccnc2)[C@H](CO)O1)Nc1ccccc1 | 0.2 | 4 | 16 | 0 | . | 2.5 | -2 | .
Cc1ccccc1OCCCCc1c(C)n[nH]c1C | . | -3 | -6 | 0 | . | 3.2 | -3 | 0
C=CCN(CC(=O)NC1CCS(=O)(=O)C1)S(=O)(=O)c1ccccc1C(F)(F)F (stereo not drawn) | 0.0 | -6 | -11 | 0 | -14 | -2.1 | 3 | 0
O=c1/c(=C\c2ccc(F)cc2)sc2n1CCCN=2 | 0.1 | -1 | 3 | 3 | -163 | -4.6 | -81 | 9
C[C@@H]1CN([C@@H](C)CO)C(=O)c2cc(NS(=O)(=O)c3cccs3)ccc2O[C@H]1CN(C)S(=O)(=O)c1cccs1 | 0.0 | . | -1 | . | -25 | -2.9 | -5 | .
O=C(Nc1cccc(-c2cscn2)c1)C1CCN(Cc2ccsc2)CC1 | -0.1 | 0 | 5 | -1 | 6 | 4.7 | 6 | 5
CCCCSC1=N/C(=C/c2ccsc2)C(=O)N1c1ccccc1 | -0.1 | -2 | -9 | 2 | 3 | 0.6 | -1 | 1
CCN(CC)S(=O)(=O)c1cccc(NC(=O)c2ccc(Br)cc2)c1 | 0.0 | 4 | -26 | 3 | 6 | 1.0 | 14 | -5
CCN(CC)CCNc1nc(SC)nc2sc3c(c12)CCN(C)C3 | 0.0 | 3 | 12 | 3 | 10 | 0.0 | -4 | 17
COc1ccc(-c2cc(C)no2)cc1S(=O)(=O)N1CCOc2ccccc21 | 0.0 | 3 | 22 | 2 | 7 | 1.9 | 3 | -13
Cc1ccccc1-c1cnc(C(O)c2ccc(F)cc2C)[nH]1 (stereo not drawn) | 0.0 | 5 | 10 | 4 | 0 | -0.3 | -11 | .
Cc1[nH]nc(SCC(=O)NC2CCCCC2)c1[N+](=O)[O-] | -0.3 | 15 | -2 | 8 | -7 | 0.9 | -2 | -18
CC1(C)C(=O)OC(c2ccccc2)C(C)(C)C1=O (stereo not drawn) | 0.0 | 9 | 5 | 1 | 17 | -1.1 | 2 | 2
COc1ccc(CC(=O)Nc2nccs2)cc1OC | 0.4 | . | 34 | . | 18 | . | . | 2
CCCNC(=O)N1C[C@@H](C)[C@H](OC)CN(C)C(=O)c2cc(NC(=O)CC)ccc2OC[C@@H]1C | 0.3 | -1 | -3 | -3 | -3 | 0.2 | -1 | -9
COc1ccc(CN(C)C[C@@H]2Oc3c(NS(=O)(=O)c4cccs4)cccc3C(=O)N([C@@H](C)CO)C[C@@H]2C)cc1 | 0.1 | 2 | 1 | -10 | . | 1.4 | 0 | -7
Cc1ccc(NC(=O)CCN2C(=O)C3CCCCC3C2=O)c(O)c1 (stereo not drawn) | 0.0 | ? | -9 | 3 | 4 | -1.0 | 1 | 1
COc1ccc(-c2coc3c(C(=O)NCc4ccc(F)c(F)c4)cccc23)c(C)c1 | 0.1 | 5 | 14 | 7 | -3 | 2.2 | 12 | .

Next section:
SMILES | Xi reactivation | DENV2 CPE | INS-1E GSIS act | ERp5 inh | PAX8 reporter | CFTR F508del cor | EWS-Fli inh | ARNT TACC3 PPI
O=C(CCCC(=O)N/N=C/c1ccccc1C(=O)O)N/N=C/c1ccccc1C(=O)O | . | 4 | 9 | 8 | 7 | 3.0 | 2 | -7
CCc1ccc(NC(=O)CSc2ccc(-c3ccccn3)nn2)cc1 | 0.2 | 0 | 8 | -1 | 1 | 4.4 | . | 51*
CCOC(=O)Cc1csc(NC(=O)c2ccc(C)cc2)n1 | 0.0 | 3 | -11 | 1 | -22 | 2.5 | 0 | -10
CC(=O)N(c1ccccc1)c1ccc([N+](=O)[O-])cc1[N+](=O)[O-] | 0.4 | . | 4 | . | 15 | . | . | -4
COCC(=O)N(C)C[C@H]1Oc2cc(C#CCC3CCCC3)ccc2S(=O)(=O)N([C@@H](C)CO)C[C@@H]1C | 0.5 | -2 | -3 | 4 | 73* | -1.9 | 7 | 3
CC1CCCN(S(=O)(=O)c2cccc(C(=O)NCc3ccco3)c2)C1 (stereo not drawn) | 0.2 | 6 | -13 | -3 | 10 | 0.2 | 11 | .
COc1ccc(C(=O)NCCc2nnc3ccc(SCC(=O)N4CCCC4)nn23)cc1 | 0.2 | -1 | . | 1 | . | 0.2 | 1 | -6
C[C@@H]1CN([C@@H](C)CO)C(=O)Cc2cc(NC(=O)Cc3cn(C)c4ccccc34)ccc2O[C@@H]1CN(C)S(=O)(=O)c1cn(C)cn1 | -0.7 | 0 | 2 | 0 | 12 | 2.2 | 2 | .
CN(Cc1c(C(=O)N/N=C/c2ccccc2)nnn1-c1nonc1N)C1CCCCC1 | 0.1 | 6 | -9 | 4 | -7 | 1.5 | . | 3
Clc1ccc(-c2cc3ccccc3nc2N2CCOCC2)cc1 | 0.0 | -9 | -4 | 2 | 7 | 2.1 | 12 | .
CC(C)NC(=O)N(C)C[C@@H]1Oc2c(NC(=O)c3nc4ccccc4s3)cccc2C(=O)N([C@H](C)CO)C[C@@H]1C | 0.2 | -3 | 22 | 2 | . | 0.5 | -5 | -3
N#Cc1c(N)[nH]c2ccc(Sc3ccccc3)cc12 | 1.6 | -12 | . | -3 | 38 | 1.0 | 61* | -7
O=C(NCc1nnnn1-c1ccc(F)c(F)c1)c1ccc(S(=O)(=O)N2CCOCC2)cc1 | -0.1 | -2 | 9 | -2 | 4 | -2.4 | 9 | 1
CCOc1ccc(CCNC(=O)CN(C)S(=O)(=O)c2cccs2)cc1OCC | -0.1 | 2 | -3 | -3 | 4 | 0.6 | -5 | -3
COc1ccc(-c2cn(CC[C@H]3CC[C@@H](NC(=O)Nc4ccc(F)cc4)[C@H](CO)O3)nn2)cc1 | -0.5 | 7 | -6 | -8 | -40 | 1.0 | -7 | .
Cc1ccc(S(N)(=O)=O)c(C)c1N1CCCC1=O | 0.0 | 1 | 7 | 1 | -1 | -1.2 | 13 | 6
COCC(=O)N(C)C[C@@H]1Oc2ncc(-c3ccccc3C)cc2C(=O)N([C@@H](C)CO)C[C@H]1C | -0.7 | 10 | 26 | 4 | . | -3.4 | 3 | -6
CCC(=O)N1C[C@H](C)[C@@H](OC)CN(C)C(=O)c2ccc(NC(=O)c3cc(C)on3)cc2OC[C@@H]1C | 0.2 | . | -3 | . | 10 | 1.4 | 9 | 20
CCCCNC(=S)NC(=O)c1ccccc1Br | 0.3 | . | 2 | -1 | -10 | . | -7 | -15
O=c1ccc2cc3c4c(c2o1)CCCN4CCC3 | 0.1 | -2 | 4 | -9 | -21 | 0.8 | -2 | -4
O=C(/C=C/c1ccc(Cl)cc1Cl)c1ccc[nH]1 | 0.1 | 0 | 5 | -15 | -76 | 2.2 | -111 | 1
Cc1cccc(NS(=O)(=O)c2cccc(C(=O)NNC(=O)c3ccccc3O)c2)c1 | 0.3 | -18 | -53 | -7 | 31 | 1.2 | -7 | 2
O=[N+]([O-])c1cc(S(=O)(=O)N2CCOCC2)ccc1OCc1cccc(Cl)c1 | 0.0 | -3 | 13 | 8 | -7 | -1.7 | 11 | .
CCOc1ccc(CCNC(=O)CSc2nn(-c3ccc(C)c(Cl)c3)c(=S)s2)cc1OCC | 0.0 | ? | 6 | -2 | 81* | 2.2 | 19 | -7
OC1(c2ccc(Cl)cc2)CN(c2ccccc2)C2=[N+]1CCS2 (stereo not drawn) | 0.0 | 9 | -3 | -1 | 30 | 1.0 | 10 | 2

The list continues:
SMILES | Xi reactivation | DENV2 CPE | INS-1E GSIS act | ERp5 inh | PAX8 reporter | CFTR F508del cor | EWS-Fli inh | ARNT TACC3 PPI
OC(c1cccc(F)c1)c1ncc(-c2ccc(Oc3ccccc3)cc2)[nH]1 (stereo not drawn) | 0.1 | ? | -25 | -1 | -19 | 0.7 | -23 | .
COc1ccc(CN(C)C[C@@H]2OCCCC[C@H](C)Oc3ccc(NC(=O)Nc4ccc(C(F)(F)F)cc4)cc3C(=O)N([C@H](C)CO)C[C@H]2C)cc1 | . | -6 | . | -3 | 104* | -0.5 | 71* | -3
COCCn1c(SCC(=O)N2CC(=O)Nc3ccccc32)nc2ccccc2c1=O | 0.0 | 1 | -2 | -2 | 12 | 2.3 | -11 | 4
COc1ccccc1NC(=O)Nc1ccc2c(c1)C(=O)N(C)C[C@H](OC)[C@@H](C)CN[C@@H](C)CO2 | -0.2 | 1 | 9 | 3 | -6 | -4.0 | -8 | -5
COC(=O)/C(C#N)=C/c1ccc(C)o1 | -0.1 | -4 | 15 | 1 | -57 | -3.3 | 2 | 0
COc1ccc(C2/C=C\CN(C(=O)CC(C)C)CC(=O)N2Cc2ccc(F)cc2)cc1 (stereo not drawn) | 0.0 | . | -9 | . | 20 | -0.3 | -3 | -1
CC(C)c1ccc(C2C(C(=O)c3ccco3)=C(O)C(=O)N2CCN2CCOCC2)cc1 (stereo not drawn) | 0.6 | 0 | 4 | 5 | -6 | -0.3 | -12 | .
Cc1ccc(NC(=O)C(C)Sc2nnc(C)n2C)cc1 (stereo not drawn) | 0.1 | 0 | 7 | 3 | -4 | -0.2 | 7 | -4
C[C@@H]1CN([C@@H](C)CO)C(=O)c2cc(-c3ccc(C#N)cc3)cnc2O[C@H]1CN(C)CC1CCOCC1 | -0.2 | 15 | 9 | -1 | -4 | 1.0 | -3 | 0
COC(=O)c1ccc(CN2CC(=O)N3[C@H](C2)[C@H](c2ccc(-c4ccccc4F)cc2)[C@@H]3CO)cc1 | 0.5 | 5 | 8 | 1 | 7 | -1.4 | 0 | .
O=C1OC2(CCCC2)OC(=O)C1=Cc1c[nH]c2ccccc12 | -0.1 | 0 | 5 | 2 | 6 | 2.6 | 17 | -4

Assay outcomes from PubChem BioAssay.
